Screening data: PubChem BioAssay, several laboratories
HIF-2a block: HIF-2a inhibition | 0.72% of 360,000 active | inhibition, % at 18.8 µM | AID 624352 | 786-0 RCC cells HIF-2a reporter, luciferase luminescence, overnight;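 active means inhibition of the luminescence signal of 40% or more relative to plate controls, in a single-dose primary screen at 18.75 µM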
NR2E3 ag-1: human photoreceptor-specific nuclear receptor agonism; Q9Y5X4; CHO-S Gal4-NCOR/VP16-NR2E3 two-hybrid, luciferase; inhibition of corepressor binding, % at 3.98 µM; 0.35% of 360,000 active; AID 602229;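 active means inhibition above the mean of all tested compounds plus 3 SD, cut at about 70% in these data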;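 further: 0% = DMSO with NR2E3 transfected cells and 100% = cells lacking NR2E3 construct; higher means lower luciferase signal from less NR2E3 corepressor binding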
NR2E3 ag-2: NR2E3 (human) agonism; Q9Y5X4; GST-NR2E3/biotin-RetCOR TR-FRET, 1536-well; inhibition of corepressor binding, % at 4.78 µM; 0.12% of 320,000 active; AID 2300;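 active means percent inhibition above the cutoff of mean plus 3 SD of all tested compounds, set per screening campaign, cut at about 20% in these data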;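 further: 0% = DMSO wells and 100% = biotin wells as full block of FRET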
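Material – GST-tagged NR2E3 plus biotinylated RetCOR corepressor · Quantity – NR2E3 fusion 1.35 nM · Times – 5 h incubation at 4 °C · Medium – pH 7.5 Tris-based buffer · Technique – TR-FRET, Eu(K)-anti-GST donor, streptavidin-D2 acceptor, ex 340, em 617/671 nm · Benchmarks – high control biotin, low control 0.6% DMSO · Format – 1536-well plates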
hiPSC survival: increases survival of single human iPS cells; hiPSC single-cell survival, ATPlite luminescence; 100% = ROCK inhibitor wells, 0% = DMSO; survival enhancement, % at 20 µM; 0.044% of 360,000 active; in the data active means survival enhancement above about 18%;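 further: cells exposed to compounds for 16 hours before the ATP read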
HTR2A ag: mouse HTR2A agonism via beta-arrestin recruitment | P35363 | CHO-K1 mHTR2A beta-arrestin complementation, luminescence; percent of 30 µM serotonin response | activation, % at 7.6 µM | 0.66% of 360,000 active | AID 624169;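 active means activation above a run cutoff, the mean activation of all tested compounds plus 3 SD, cut at about 14% in these data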;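 further: 0% = plate median of compound wells and 100% = 30 µM serotonin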
Shn3 3UTR inh: Schnurri-3 reporter inhibition in Clone20 osteoblasts | 0.52% of 360,000 active | Clone20 osteoblast Shn3 3'UTR firefly luciferase, 24 h | inhibition, % at 12.5 µM;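 active means mean inhibition of at least 75% with every replicate also reaching 75%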;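 further: 0% = median of neutral control wells and 100% = pilot-screen positive control compound; some compounds past the cut are filed as inactive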
CaV13 ICDI inh: Primary screen for inhibitors of IQ motif and Ca2+-dependent inactivation inhibitor domain binding in CACNA1D, Förster resonance energy transfer in living cells, …. HEK cells, CFP/YFP FRET ICDI-IQ, plate reader, 10 min; percent FRET-ratio fall versus neutral wells. inhibition, % at 12.3 µM. 0.098% of 340,000 active. AID 743397;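 active means mean replicate inhibition of at least 30% and at least 1% of replicates passing that level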;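 further: 0% = median of the neutral control wells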
Peg3 promoter: reduces Peg3 promoter-driven luciferase expression in HeLa; 1.7% of 360,000 active; AID 588405; HeLa PEG-Prom luciferase reporter, luminescence, overnight; inhibition, % at 20 µM;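 active means inhibition of at least 50% at 20 µM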
Cardio protect: protects H9c2 cardiomyocytes from peroxide injury. H2O2 injury protection, ATPLite, 2 h. protection from H2O2 cell death, % at 20 µM. 0.63% of 360,000 active. AID 588492;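 active means compounds giving at least 50% protection of heart cells from peroxide-induced death in the single-dose screen, raw or plate-pattern-corrected value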;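 further: 0% = DMSO wells with peroxide and 100% = DMSO wells without peroxide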
PDI inh: PDI (human) enzyme inhibition; PDI insulin aggregation turbidity, A650, 90 min; inhibition, % at 10 µM; 0.052% of 350,000 active; AID 588391;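 active means mean inhibition across replicates of 30% or more, whatever share of single replicates reach that level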;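 further: absorbance from insulin aggregation driven by PDI reduction with DTT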
Target sequence (P07237 whole entry, looked up): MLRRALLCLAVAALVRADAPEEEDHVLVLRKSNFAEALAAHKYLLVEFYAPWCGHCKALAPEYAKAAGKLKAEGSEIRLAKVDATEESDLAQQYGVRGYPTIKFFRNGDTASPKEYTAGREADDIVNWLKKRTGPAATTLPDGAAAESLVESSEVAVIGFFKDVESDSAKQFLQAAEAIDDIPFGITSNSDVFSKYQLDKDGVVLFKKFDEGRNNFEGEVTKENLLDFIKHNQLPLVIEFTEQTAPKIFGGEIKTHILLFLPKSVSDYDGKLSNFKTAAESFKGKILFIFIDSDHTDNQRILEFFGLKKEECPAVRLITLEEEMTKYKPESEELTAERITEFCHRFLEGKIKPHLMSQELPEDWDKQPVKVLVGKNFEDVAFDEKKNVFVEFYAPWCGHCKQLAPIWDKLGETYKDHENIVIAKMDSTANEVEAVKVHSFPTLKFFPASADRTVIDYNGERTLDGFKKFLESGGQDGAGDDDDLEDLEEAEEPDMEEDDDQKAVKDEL
TRPM1 prom inh: MITF TRPM1 promoter inhibition in SK-MEL-5 cells; inhibition, % at 12.5 µM; 0.83% of 330,000 active; SK-MEL-5 TRPM1 promoter luciferase, 24 h;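 active means mean inhibition across replicates of 60% or more, whatever share of single replicates reaches that level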; further: values of inactives mirror those of a sister screen read the other way
Starred values were filed as active, the others as inactive; x = no result given.

Each structure is followed by: HIF-2a block | NR2E3 ag-1 | NR2E3 ag-2 | hiPSC survival | HTR2A ag | Shn3 3UTR inh | CaV13 ICDI inh | Peg3 promoter | Cardio protect | PDI inh | TRPM1 prom inh
- O=C(CSCC(=O)Nc1cccc([N+](=O)[O-])c1)Nc1ccccc1
    -22 | 9 | 1 | 2.3 | 10 | 10 | -16 | -13 | -1 | 2 | 3
- COc1ccc(NC(=O)COC(=O)c2ccc3ccccc3n2)cc1OC
    12 | -12 | x | -0.7 | 4 | -5 | -7 | 6 | 2 | 4 | -9
- COc1ccc(S(=O)(=O)NCC(=O)NCCc2ccc(OC)c(OC)c2)cc1
    3 | -10 | -1 | -0.5 | 0 | -5 | 14 | 2 | 1 | 4 | x
- CCOc1ccccc1NC(=O)CCCc1ccc(OC)c(C)c1
    4 | 7 | 0 | -0.2 | 2 | 13 | -20 | 34 | -1 | -34 | 7
- COc1ccc(-c2cc(C(=O)N/N=C/c3cccnc3)c3cc(C)cc(C)c3n2)cc1
    -34 | -11 | x | -0.4 | 2 | -1 | -4 | -3 | -6 | 0 | 5
- CCOc1cc(S(=O)(=O)N2CCOCC2)ccc1F
    -1 | -10 | -3 | -1.8 | 1 | x | 0 | 5 | 1 | -20 | -16
- O=C1NCCNC1c1ccccc1 (stereo not drawn)
    4 | 5 | x | -3.6 | 5 | 7 | -7 | -9 | 14 | 4 | -14
- CC(=O)Nc1ccc(C(=O)NCCCSc2ccccc2)cc1
    10 | -16 | 0 | -0.5 | -1 | -6 | x | 9 | 1 | 5 | 4
- CN(C)C(=O)NC1c2ccccc2-c2ccccc21
    8 | -4 | -2 | 0.9 | 7 | -10 | -3 | 1 | 1 | -6 | 13
- CCN(CC(=O)Nc1cc(Cl)ccc1C)C(=O)CN1C(=O)NC(CC)(c2ccccc2)C1=O (stereo not drawn)
    18 | -7 | 1 | 1.1 | -2 | 0 | -7 | 7 | -1 | 6 | 7
- COc1ccc(NS(=O)(=O)c2cccc(C(=O)NNC(=O)CN3C(=O)NC(C)(C)C3=O)c2)cc1
    10 | 10 | -1 | -0.4 | 7 | -2 | -6 | 4 | 2 | -3 | -3
- COc1cccc(S(=O)(=O)N(C)C[C@@H]2OCc3cn(nn3)CCCC(=O)N([C@H](C)CO)C[C@H]2C)c1
    -10 | -10 | x | 0.4 | 0 | 1 | -4 | -4 | -7 | 6 | x
- Cc1cc(C)n(CCNC(=O)c2cc(COc3ccc(F)cc3Cl)on2)n1
    3 | -33 | -5 | -1.3 | -2 | 8 | -4 | 10 | 2 | -3 | 0
- Cn1cc(C(=O)NC2C3CC4CC(C3)CC2C4)cn1 (stereo not drawn)
    13 | -37 | 2 | -0.6 | -3 | -18 | -5 | -8 | 1 | 2 | 6
- CC(Oc1ccc(F)cc1)C(=O)Nc1cc(S(=O)(=O)N2CCOCC2)ccc1N1CCN(C)CC1 (stereo not drawn)
    0 | -12 | 2 | -0.2 | 6 | -4 | -5 | 1 | 3 | 1 | 0
- O=C(Nc1ccccc1N1CCN(C(=O)c2ccccc2)CC1)c1ccccc1Cl
    18 | -52 | -1 | -0.4 | 2 | 18 | -2 | 8 | 9 | 7 | -1
- CC(C)NCC(O)COc1ccc(Br)cc1 (stereo not drawn)
    15 | 8 | -4 | 0.4 | 0 | 9 | -3 | 21 | -2 | -1 | 0
- COc1ccccc1N1C(=O)c2ccc(C(=O)Nc3nccs3)cc2C1=O
    -2 | -3 | 5 | 0.0 | -1 | -14 | -4 | 1 | 1 | 1 | -1
- CCNC(=O)C(=O)Nc1ccc([N+](=O)[O-])cc1
    -45 | 7 | 0 | -0.9 | 7 | -19 | -5 | -12 | -7 | 7 | -15
- O=C(COC(=O)c1ccncc1)Nc1ccccc1
    -103 | -44 | 0 | -0.1 | 4 | -19 | -7 | -77 | 2 | -3 | -23
- O=C(CSC(=S)N1CCCCC1)c1ccccc1
    -42 | -63 | 2 | -1.9 | 0 | -34 | -7 | -34 | -17 | -6 | -17
- CCn1c(SCC(=O)N2c3ccccc3CCc3ccccc32)nc2c1c(=O)n(C)c(=O)n2C
    -6 | -12 | 2 | -1.9 | -2 | -5 | -6 | 5 | 32 | 2 | -24
- CCOC(=O)C1CCN(C/C=C/c2ccccc2)CC1
    17 | -30 | x | 0.2 | -4 | -10 | -2 | 4 | -2 | 2 | 5

In a second layout: results already given.
O=C1NCCNC1c1ccccc1 (stereo not drawn)
  HIF-2a block = 4 | NR2E3 ag-1 = 5 | NR2E3 ag-2 = x | hiPSC survival = -3.6 | HTR2A ag = 5 | Shn3 3UTR inh = 7 | CaV13 ICDI inh = -7 | Peg3 promoter = -9 | Cardio protect = 14 | PDI inh = 4 | TRPM1 prom inh = -14

CC(=O)Nc1ccc(C(=O)NCCCSc2ccccc2)cc1
  HIF-2a block = 10 | NR2E3 ag-1 = -16 | NR2E3 ag-2 = 0 | hiPSC survival = -0.5 | HTR2A ag = -1 | Shn3 3UTR inh = -6 | CaV13 ICDI inh = x | Peg3 promoter = 9 | Cardio protect = 1 | PDI inh = 5 | TRPM1 prom inh = 4

4 records picked at random from the list so far:
Each structure is followed by: HIF-2a block | NR2E3 ag-1 | NR2E3 ag-2 | hiPSC survival | HTR2A ag | Shn3 3UTR inh | CaV13 ICDI inh | Peg3 promoter | Cardio protect | PDI inh | TRPM1 prom inh
- CCN(CC(=O)Nc1cc(Cl)ccc1C)C(=O)CN1C(=O)NC(CC)(c2ccccc2)C1=O (stereo not drawn)
    18 | -7 | 1 | 1.1 | -2 | 0 | -7 | 7 | -1 | 6 | 7
- COc1ccc(NC(=O)COC(=O)c2ccc3ccccc3n2)cc1OC
    12 | -12 | x | -0.7 | 4 | -5 | -7 | 6 | 2 | 4 | -9
- O=C(Nc1ccccc1N1CCN(C(=O)c2ccccc2)CC1)c1ccccc1Cl
    18 | -52 | -1 | -0.4 | 2 | 18 | -2 | 8 | 9 | 7 | -1
- O=C(CSC(=S)N1CCCCC1)c1ccccc1
    -42 | -63 | 2 | -1.9 | 0 | -34 | -7 | -34 | -17 | -6 | -17
